T cell HTS = T cell immune modulation candidate | 2C CD8+ T cell-vesicle binding, flow cytometry; active compounds read low | calls only at 7 µM | 0.068% of 330,000 active;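 active means response, share of CD8 T cells binding vesicles, and their 90th percentile fluorescence all below set limits, cut at about 80% in these data, passing the limit was not always enough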
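incubation = binding step 1.5 h, 37 °C, antibody labelling 20 min, ice | test system = 2C mouse CD8+ T cells | read-out basis = percent CD8+ FL2 mean versus row control | controls = Peptide-free naked vesicles (low) and QL9 vesicles with 0.7% DMSO vehicle (high) | detection = flow cytometry of vesicle-bound cells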
SV40 large T antigen = TAg ATPase/helicase activity blockers – biochemical (AID 1903); one-dose inhibition, % at 20 µM; IC50 in µM for titrated hits; 0.39% of 310,000 active; SV40 large T antigen ATPase/helicase inhibition assay; higher % means a stronger effect; in the data active means a potency from the dose series; inconclusive means inhibition mostly from about 32% at the one dose, without a potency; inactive means the rest, 99 in 100 with inhibition below about 32%; further: strong numbers were not always called active
Rac1 GTP hydrolysis = MgcRacGAP GTPase-activating activity inhibitors, confirmation, biochemical, ADP Hunter fluorescence. AID 624330. inhibition, % at 30 µM, or IC50 in µM where a hit was titrated. 0.6% of 340,000 active. MgcRacGAP-stimulated Rac1 GTP hydrolysis, ADP Hunter fluorescence; higher % means a stronger effect; GST-tagged Rac1 F28L mutant substrate;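 active means first-screen hits whose inhibition reached a set limit at any dose in the follow-up dose series; inconclusive means inhibition above the set first-screen limit but never retested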;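 further: fluorescence reports GDP produced by GAP-driven GTP hydrolysis; strong numbers were not always called active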
TNAP activators = stimulation of alkaline phosphatase TNAP activity – biochemical, luminescent, no phosphate acceptor, uHTS, primary screen (AID 1001) | activation fold at 20 µM, or EC50 in µM where a hit was titrated | purified TNAP, luminescent activation assay, no phosphate acceptor; higher activation fold means a stronger effect | 0.03% of 200,000 active; in the data active means activation fold from about 3, or a potency from the dose series; inactive means the rest, 99 in 100 with activation fold below about 1.6; further: many of its hits are not listed in these tables
NTR1 agonist = NTR1-driven beta-arrestin-GFP spot formation – imaging, U2OS cells, high content, primary screen (AID 493036). activation, % at 20 µM. agonist mode. P30989. 0.17% of 330,000 active;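 active means activation at or above 40% of the spot to cytoplasm intensity ratio, with at least 20 cells analyzed; inconclusive means wells under 20 cells, flagged as cytotoxic or low count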;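 further: 0% = DMSO without peptide and 100% = 100 nM NTR1 peptide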
Target sequence (P30989 whole entry, looked up): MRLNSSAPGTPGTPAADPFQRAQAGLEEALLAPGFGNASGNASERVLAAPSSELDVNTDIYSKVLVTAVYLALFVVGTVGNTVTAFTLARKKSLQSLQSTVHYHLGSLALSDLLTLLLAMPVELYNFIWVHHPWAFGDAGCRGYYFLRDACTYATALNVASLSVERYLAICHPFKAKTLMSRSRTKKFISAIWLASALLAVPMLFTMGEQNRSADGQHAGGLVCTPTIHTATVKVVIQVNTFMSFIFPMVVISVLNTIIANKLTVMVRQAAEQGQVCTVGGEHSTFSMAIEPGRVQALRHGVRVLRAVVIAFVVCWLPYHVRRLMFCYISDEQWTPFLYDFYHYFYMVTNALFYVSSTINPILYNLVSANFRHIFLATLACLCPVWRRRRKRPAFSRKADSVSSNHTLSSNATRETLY
Salmonella PhoP GFP = PhoP-dependent GFP reporter repression – Salmonella Typhimurium, primary screen (AID 1863). S. Typhimurium PhoP-regulated promoter GFP reporter, 4 h; higher % means a stronger effect. inhibition, % at 50 µM, or IC50 in µM where a hit was titrated. 0.16% of 300,000 active;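 active means inhibition over 29.93%, a cutoff 3 SD above the screen mean, later confirmed by dose response; inconclusive means inhibition over 29.93% but no dose response follow-up; inactive means inhibition at most 29.93% or unconfirmed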;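 further: 0% = low Mg2+ inducing control and 100% = high Mg2+ repressing control; strong numbers were not always called active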
K1F lysis inhibition = protection from phage-mediated lysis, alamar blue read-out – E. coli UTI89, K1F phage, bacterial capsule biogenesis inhibitors (AID 488966). E. coli UTI89 K1F phage lysis, alamar blue, 2 h; higher % means a stronger effect. inhibition, % at 100 µM; hits with a dose series show IC50 in µM. 0.02% of 340,000 active;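 active means phage lysis inhibition, versus mean bacterial control, above a set limit; inconclusive means no clear call, values can overlap the other calls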;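 further: capsule biogenesis inhibitors block K1F phage lysis so surviving cells raise fluorescence; higher fluorescence means more inhibition of phage lysis; actives were called in the ten point dose series up to 300 µM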
Myeloid diff 2 = myeloid differentiation induction. ER-HoxA9 myeloid progenitors, lysozyme-GFP differentiation, flow cytometry. calls only at 10 µM. 1% of 360,000 active;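 active means normalized GFP-positive differentiation at or above the plate's own cutoff, the solvent-only control mean plus 3 SD; inconclusive means no clear call, values can overlap the other calls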;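 further: cells exposed to compound for four days before flow analysis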
RSV antiviral HEp-2 = inhibition of RSV-induced cytopathic effect – HEp-2 cells, primary 10 µM value included (AID 2391); CPE inhibition, % at 10 µM, or IC50 in µM where a hit was titrated; HEp-2 cells, RSV-induced CPE inhibition; higher % means a stronger effect; 0.13% of 310,000 active; in the data active means a potency from the dose series; inconclusive means CPE inhibition mostly from about 23% at the one dose, without a potency; inactive means the rest, 99 in 100 with CPE inhibition below about 21%; further: strong numbers were not always called active
T cell HTS vesicle-bound % = recorded beside T cell HTS, whose call it bears; double positive events, %; measured here: CD8+ vesicle-bound cell fraction;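 binding gate set so that unloaded-vesicle control wells show 10% double positive cells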
NTR1 agonist cell count 20 µM = second read-out of NTR1 agonist, no call of its own (marks repeat the call); cell count; measured here: cell count, cytotoxicity flag
Myeloid diff 2 GFP+ MAC1+ % = also measured in Myeloid diff 2; calls as there; GFP+ MAC1+ double positive, %; measured here: differentiation confirmed by MAC1 staining
Active calls of the source: *; i = inactive; ? = inconclusive; . = not tested or not shown; + = active, no number; [ ] = dose if it differs, or a comment.

molecule	T cell HTS	T cell HTS vesicle-bound %	SV40 large T antigen	Rac1 GTP hydrolysis	TNAP activators	NTR1 agonist	NTR1 agonist cell count 20 µM	Salmonella PhoP GFP	K1F lysis inhibition	Myeloid diff 2	Myeloid diff 2 GFP+ MAC1+ %	RSV antiviral HEp-2
COCCCNC(=S)NNC(=O)c1cc(Cl)c(O)c(Cl)c1	i	58	12%	-5%	.	1.6	62	-9%	0.1%	i	0.6	-1.1%
CC1(C)CC(=O)N(CC(=O)NCc2ccc(F)cc2)c2ccccc2S1(=O)=O	i	56	8%	9%	1.1	3.3	54	3%	-1.4%	i	2.4	0.4%
CSc1ccc(S(=O)(=O)NCC(=O)OCC(=O)N2CC(C)CC(C)C2)cc1[N+](=O)[O-] (stereo not given)	i	26	19%	-3%	.	4.7	72	-5%	-0.2%[50 µM]	i	0.7	-0.4%
CC(NC(=O)c1ccc(Br)o1)C1CCCO1 (stereo not given)	i	16	16%	12%	.	-1.3	57	-4%	1.9%[50 µM]	i	0.7	1.7%
CCCN1CCN(C(=O)C2CCN(S(=O)(=O)c3c(C)noc3/C=C/c3ccc(C)cc3)CC2)CC1	i	3	2%	-3%	.	3.5	51	7%	-0.1%	i	0.0	1.2%
CC1CC(C)CN(CCCNS(=O)(=O)c2ccc3c(c2)oc(=O)n3C)C1 (stereo not given)	i	65	15%	7%	.	-2.2	59	-15%	0.1%	+	1.1*	-0.2%
Oc1ccc(C2=NNC(c3ccc(O)cc3)=NN2)cc1	i	22	6%	.	.	0.3	69	1%	0.6%[50 µM]	i	0.5	1.4%
CCOc1ccc(S(=O)(=O)N2CCOCC2)cc1NC(=O)C1=COCCO1	i	16	6%	4%	.	2.5	49	-1%	0.4%[50 µM]	i	0.5	-0.6%
O=S1(=O)CCN(Cc2ccccn2)CC1	i	30	5%	8%	.	3.0	48	-1%	0.1%	i	0.8	1.7%
CC(C)Nc1ccc(C(CC(N)=O)NC(=O)c2ccc(Br)cc2)cc1[N+](=O)[O-] (stereo not given)	i	32	3%	5%	.	5.6	75	1%	1.8%	i	1.1	-3.3%
COc1ccc(C(=O)NC(=O)COC(=O)C2COc3ccccc3O2)cc1 (stereo not given)	i	53	8%	19%	1.1	0.5	51	-5%	-2.3%	i	0.2	1.7%
COc1ccc(C(=O)O)cc1S(=O)(=O)NC(C)C12CC3CC(CC(C3)C1)C2 (stereo not given)	i	6	.	8%	.	-0.2	53	.	-0.3%[50 µM]	i	0.7	-0.1%
COc1ccc(SCC(=O)Nc2ccc(N3CCN(C)CC3)c(F)c2)cc1	i	28	6%	18%	1	-0.3	50	-10%	0.1%	i	0.4	-3.7%
Cc1ccc(C)c(N2CCN(C(=O)CCc3nc(-c4cccc(Cl)c4)no3)CC2)c1	.	.	.	5%	.	1.2	73	.	0.0%	i	1.4	.
O=c1nc2cccc3c2=c(/c1=C(\O)c1ccccc1)c1ccccc1c3=O	i	54	.	5%	0.9	4.7	92	.	-0.6%	i	0.2	6.3%
Cn1c(CN2CCCCC2)nc2cc(NS(=O)(=O)c3ccc(F)cc3)ccc21	i	24	-1%	2%	1.1	-0.8	41	2%	1.1%	.	.	1.2%
Nn1c(SCc2cccc(Oc3ccccc3)c2)nnc1C(F)(F)F	i	63	7%	12%	1	-1.4	83	8%	0.1%	i	0.5	-0.5%
COCCNC(=O)c1ccc2c(=O)n(Cc3ccco3)c(SCC(=O)NC3CCCCC3)nc2c1	i	23	4%	6%	1.1	-0.4	75	9%	0.0%	i	0.4	0.8%
CCc1nc(N)c(C#N)c(-c2ccc(O)c(OC)c2)c1C	i	5	26%	14%	1.1	0.0	84	10%	-0.2%	i	1.9	10%
C=CCn1c(SC(C)C(=O)NC2(C#N)CCCCC2)nnc1-c1ccc(OC)cc1 (stereo not given)	i	25	2%	8%	1.1	2.8	77	-7%	-0.1%	i	0.4	0.4%
NS(=O)(=O)c1ccc(NC(=O)CN2CCN(S(=O)(=O)/C=C/c3ccccc3)CC2)cc1	i	17	8%	9%	.	-0.5	65	5%	0.0%[50 µM]	i	0.1	-0.4%
Cc1ccc(S(=O)(=O)N(C)c2ccc(C(=O)Nc3cccnc3)cc2)cc1	i	9	-1%	-1%	.	-0.2	59	8%	-0.6%	i	0.9	13%
CCCCn1c(N)c(N(CC(C)C)C(=O)c2oc3ccc(OC)cc3c2C)c(=O)[nH]c1=O	i	36	21%	4%	.	-0.9	67	-8%	0.6%[50 µM]	i	0.4	-1.1%
CCOc1ccc(NCc2nnc(SCc3ccccc3Cl)n2-c2ccccc2)cc1	i	46	15%	17%	1.1	11	81	-4%	-0.3%	i	0.4	13%
CCOC(=O)Cn1ncn(-c2ccc(OC(F)(F)F)cc2)c1=O	i	55	9%	3%	1.1	-0.9	50	-4%	0.2%	i	0.4	-0.1%
C/C(=N\NC(=O)c1c(C)nc2ccccn12)c1ccccc1F	i	18	2%	4%	.	-1.1	48	-1%	-0.3%	i	0.4	1.2%
O=C(COc1ccc(Cl)cc1)Nc1ccccc1C(=O)NCc1cccnc1	i	9	28%	2%	.	2.3	66	4%	1.5%	i	1.2	4.8%
CCc1sc(/C=C(/C#N)C(N)=S)cc1[N+](=O)[O-]	.	.	19%	26%	1.1	.	.	-2%	-0.1%	i	0.6	.
Oc1ccc(Cl)cc1CNc1ccc(Br)cn1	i	25	-2%	0%	1.1	1.5	78	-6%	-0.3%	i	1.5	18%
CCCN(Cc1ccccc1)C(=S)Nc1ccc(OC(F)F)cc1	i	26	-4%	1%	1.1	3.0	47	-7%	2.3%	i	0.5	4.2%
O=C(Nc1cc(C(=O)Nc2ccccc2C(=O)O)cc(C(=O)Nc2ccccc2C(=O)O)c1)c1ccccc1	i	61	38%	31%	.	2.7	55	-1%	0.3%	i	1.0	3.2%
COc1ccc2c(=O)c3c(=O)n(Cc4ccco4)c(-c4cc(OC)c(OC)c(OC)c4)nc3oc2c1	i	41	4%	6%	1	1.6	71	1%	0.1%	i	1.0	3.1%
CCCCn1c(=O)[nH]c(=O)c2c1ncn2Cc1ccco1	i	36	9%	8%	1	-1.9	59	8%	-0.7%	i	5.5	1.7%
O=C(NNC(=S)Nc1ccc(Br)cc1)c1ccc(N2CCOCC2)c([N+](=O)[O-])c1	i	14	27%	8%	1.9	6.1	63	4%	1.5%	i	0.7	7.6%
COCc1[nH]c(=S)c(C#N)cc1C(=O)OC	i	36	17%	26%	.	1.8	48	-6%	2.4%	i	0.5	3.3%
Nc1c(C(=O)CSc2nnc(Nc3ccc(F)cc3)s2)c(=O)[nH]c(=O)n1C1CC1	i	24	.	7%	.	5.6	60	.	0.5%[50 µM]	i	0.4	1.7%
COC(=O)c1ccc(Oc2cc(C)nc(Cl)n2)cc1	i	60	7%	5%	1.1	-0.3	92	9%	0.2%	i	0.6	0.4%
Cc1ccc(NS(=O)(=O)c2cc(NC(=O)c3ccc4c(c3)NC(=O)CS4)ccc2C)c(C)c1	i	48	6%	17%	1.1	6.9	81	2%	0.1%	i	0.2	?
CCOC(=O)CSc1nnc(C)c(C)n1	i	19	9%	5%	.	3.2	57	-5%	-1.3%	i	1.2	0.2%
COc1ccccc1N1CCN(C(=O)C(=O)c2c(C)[nH]c3ccccc23)CC1	i	53	11%	6%	.	-0.8	60	-3%	-0.1%	i	0.0	2.4%

Another view of some results above.
Every second line gives: T cell HTS | T cell HTS vesicle-bound % | SV40 large T antigen | Rac1 GTP hydrolysis | TNAP activators | NTR1 agonist | NTR1 agonist cell count 20 µM | Salmonella PhoP GFP | K1F lysis inhibition | Myeloid diff 2 | Myeloid diff 2 GFP+ MAC1+ % | RSV antiviral HEp-2
Oc1ccc(Cl)cc1CNc1ccc(Br)cn1
    i | 25 | -2% | 0% | 1.1 | 1.5 | 78 | -6% | -0.3% | i | 1.5 | 18%
C/C(=N\NC(=O)c1c(C)nc2ccccn12)c1ccccc1F
    i | 18 | 2% | 4% | . | -1.1 | 48 | -1% | -0.3% | i | 0.4 | 1.2%
Nc1c(C(=O)CSc2nnc(Nc3ccc(F)cc3)s2)c(=O)[nH]c(=O)n1C1CC1
    i | 24 | . | 7% | . | 5.6 | 60 | . | 0.5%[50 µM] | i | 0.4 | 1.7%
Cc1ccc(S(=O)(=O)N(C)c2ccc(C(=O)Nc3cccnc3)cc2)cc1
    i | 9 | -1% | -1% | . | -0.2 | 59 | 8% | -0.6% | i | 0.9 | 13%

Continued:
molecule	T cell HTS	T cell HTS vesicle-bound %	SV40 large T antigen	Rac1 GTP hydrolysis	TNAP activators	NTR1 agonist	NTR1 agonist cell count 20 µM	Salmonella PhoP GFP	K1F lysis inhibition	Myeloid diff 2	Myeloid diff 2 GFP+ MAC1+ %	RSV antiviral HEp-2
O=C(CCNC(=O)c1ccco1)Nc1ccccc1OC(F)F	i	25	16%	5%	.	-0.7	51	-4%	0.2%	i	1.2	4.4%
C/C(=N\NC(=O)c1ccoc1C)c1ccc(Cl)s1	i	22	22%	5%	.	1.4	73	-5%	1.2%[50 µM]	i	0.6	-0.3%
CCOc1ccc(S(=O)(=O)N2CCC(C(=O)NCc3cccnc3)CC2)cc1Cl	i	20	5%	5%	.	-0.5	57	-2%	-0.2%	i	2.1	5.6%
CCCn1c(C(O)c2ccc(C)cc2)nc2ccccc21 (stereo not given)	i	59	14%	1%	.	0.3	50	-1%	0.2%	i	0.5	4.2%
CCCCNC(=O)c1onc(CSc2ccccc2C)c1C(=O)O	i	34	8%	9%	1	-1.3	104	-13%	0.4%	i	0.4	3.9%
COc1cccc(NC(=O)NCCC2=CCCCC2)c1	i	42	6%	0%	1.2	2.5	100	-8%	2.5%	i	0.1	1.5%
COc1ccc2nc(C)cc(SCC(=O)N/N=C/c3cccc4ccccc34)c2c1	i	9	5%	8%	1	25	60	-6%	1.8%	i	3.9	0.9%
Cc1ccc(S(=O)(=O)NC(=O)c2ccc(Br)o2)cc1	i	35	7%	2%	1.1	1.9	95	-10%	0.3%	i	0.9	1.1%
COc1ccc(C(=O)Nc2ccccc2C(=O)NCCCn2ccnc2)cc1	.	.	18%	5%	1	.	.	2%	0.7%	i	0.5	.
O=C(CCn1cnc2ccccc21)N=Nc1c(O)[nH]c2ccccc12	i	46	7%	11%	.	5.8	48	-1%	0.3%	i	0.3	1.2%

Assay outcomes deposited in PubChem by several laboratories.
